NCI-60 one-dose screen, 48 h, at 10 µM unless noted. Numbers give growth in % (100 = growth as untreated, 0 = no growth, -100 = all killed).
A549/ATCC: A549/ATCC NSCLC; actives 3.7% (n = 81,000); AID 1794740
EKVX: EKVX NSCLC; AID 1794765; actives 3% (n = 71,000)
CCRF-CEM: CCRF-CEM leukemia. AID 1794778. actives 7% (n = 77,000)
MOLT-4: MOLT-4 leukemia cells; AID 1794779; actives 6.9% (n = 80,000)
HOP-62: HOP-62 NSCLC; actives 3.9% (n = 80,000)
SR: SR leukemia cells. actives 8.7% (n = 73,000). AID 1794780
RPMI-8226: RPMI-8226 leukemia cells; actives 7.5% (n = 77,000)
HOP-92: HOP-92 NSCLC cells | actives 6.3% (n = 71,000) | AID 1794738
Starred values were filed as active, the others as inactive; nt = not tested or not shown; [ ] = remark or other dose. Rule for the calls: active = growth percent below 10; inactive = the rest. Rows are unselected; any-hit rate near 12%.

SMILES	A549/ATCC	EKVX	CCRF-CEM	MOLT-4	HOP-62	SR	RPMI-8226	HOP-92
CN(C)c1ccc(C(=O)Nc2ncc(C#N)s2)cc1	99	112	88	94	122	71	99	150
Nc1ncnc2c1c(-c1ccc(Cl)cc1)nn2Cc1ccc(B(O)O)cc1	60	69	75	54	62	52	75	24
Cc1cccc(C)c1NC=O	98	nt	91	107	97	99	98	nt
Fc1ccccc1CNc1nc(SCCN2CCOCC2)nc2c1cnn2CC(Cl)c1ccc(Br)cc1 (stereo not given)	28	49	22	-25*	40	-3.9*	-6.8*	26
COc1ccc(/C=C/c2nc3ccccc3s2)cc1OP(=O)(O)O	91	94	49	51	84	33	75	124
CNC(c1ccccc1)C(C)(C)O (stereo not given)	81	90	90	99	89	97	86	103
O=C(N=Nc1c(O)[nH]c2ccc(Br)cc12)c1ccco1	99	93	89	88	98	114	96	nt
CCN(CC)Cc1cc(Nc2c3ccc(Cl)cc3nc3ccc(OC)cc23)ccc1O	52	76	60	23	80	nt	22	60
Cn1c(SCC(=O)NNc2ncnc3ccccc23)nc(-c2ccc(Cl)cc2)c(C#N)c1=O	101	88	100	99	81	101	98	97
CCN(CC)CCCNC(=O)c1ccc(N)cc1O	103	103	-33*	91	96	98	95	90
CN(C)CC(N)C(=O)O (stereo not given)	107	99	108	121	115	119	105	78
O=C(/C=C/Nc1cc(-c2ccccc2)nn1-c1ccccc1)c1ccc(F)cc1	90	90	89	85	101	60	75	97
Nc1nc(N)c2nc(-c3cccc(O)c3)c(-c3cccc(O)c3)nc2n1	75	82	66	91	54	82	83	50
COc1cc(C=C2C(=O)NC(=O)NC2=O)cc(CN2CCOCC2)c1O	111	106	105	110	107	111	104	102
COc1cc(CNC(=O)/C=C/C=C/c2ccc3c(c2)OCO3)ccc1OCc1cn(-c2cccc([N+](=O)[O-])c2)nn1	93	82	89	95	106	125	70	90
O=S(=O)(NCCNc1cc(-c2c(-c3cccc(O)c3)nc3sccn23)ccn1)c1ccc(C(F)(F)F)cc1	29	36	25	9.2*	72	20	30	62
COc1ccc(/C=C2\SC(=O)N(Cc3cc(=O)oc4ccc(OC)cc34)C2=O)cc1	96	79	77	85	nt	70	64	86
Fc1cc(-c2nnc3sc(-c4ccc(Cl)cc4)nn23)c(Cl)cc1Cl	94	96	-75*	61	116	61	102	75
c1coc(C2OCCO2)c1	101	nt	99	91	107	91	102	nt
Cc1ccc2nc3nc4no[nH]c4nc3c2c1Br	89	nt	91	80	94	91	70	78
CCCCNC(=O)N/C=C(/C#N)C(N)=O	104	98	130	104	86	111	112	93
CC(=O)N(Cc1ccccc1)C(CC(=O)NCc1ccccc1)C(=O)O (stereo not given)	93	nt	nt	105	95	96	103	97
COc1nc(OC)nc(-c2cc(-c3c(Cl)cccc3Cl)no2)n1	96	101	103	98	nt	92	99	95
N#C/C(=C/n1c(=S)sc2ccccc21)c1nc2ccccc2s1	91	99	96	98	82	84	93	76
CCCCCCCCCCCNNC(=O)c1ccncc1	91	94	96	95	95	95	70	85
COc1ccccc1NC(=S)N/C=C(\C#N)c1nc2ccccc2s1	101	99	97	99	94	89	100	107
Cc1cc(-c2nc3ccccc3s2)ccc1NC(=O)COc1ccc(Cl)cc1	109	79	106	95	90	87	72	83
C#CCOc1cccc(Nc2ncc3ncn(C4CCN(C(=O)CCl)C4)c3n2)c1 (stereo not given)	78[6.25 µM]	91[6.25 µM]	-17*[6.25 µM]	5.6*[6.25 µM]	78[6.25 µM]	-1.2*[6.25 µM]	44[6.25 µM]	73[6.25 µM]
N#C/C(=C\c1cccc2cnccc12)N1N=NC2C=CC=CC21 (stereo not given)	64	40	10	32	80	26	19	-15*
CCCN(c1ccc(OC)cc1)c1nc(-c2ccc([N+](=O)[O-])cc2)cs1	97	91	91	75	100	82	80	86
CS(=O)(=O)Oc1c(Cl)c(Cl)c(OS(C)(=O)=O)c(Cl)c1Cl	97	nt	110	98	106	98	107	96
COc1ccc2cc(-c3ccc(C(=O)N/N=C/c4ccc(OC)c(OC)c4)c(C)n3)ccc2c1	106	104	105	84	110	77	95	93
O=C(CN1CCN(c2cc(=O)[nH]c3ccc(F)cc23)CC1)Nc1nc(-c2ccc(Cl)cc2)cs1	56	57	67	47	93	71	62	nt
CC(=O)Nc1c(Br)cc2c(c1Br)Cc1cc([N+](=O)[O-])ccc1-2	84	41	48	84	46	83	81	65
Cn1c(=O)c(F)c(Nc2ccc(I)cc2F)c2c(=O)n(C[C@@H](O)CO)cnc21	19	47	67	74	22	52	61	-24*
OC(CSc1ccccc1)CN1CCN(c2ccc(Cl)cc2)CC1 (stereo not given)	98	95	86	83	98	87	81	64
Clc1ccc(N/N=C/c2ccc(-n3cccn3)cc2)cc1	107	91	100	92	88	83	105	112
COC(=O)c1cc(=O)n2c(sc3ccccc32)c1C#N	101	93	146	nt	106	nt	117	103
c1ccc2c(-c3nonc3-c3c[nH]c4ccccc34)c[nH]c2c1	83	66	84	68	72	49	75	70
Cc1ccc2nc(NC(=O)CSc3nc(-c4cccnc4)c(C#N)c(=O)[nH]3)sc2c1	105	102	109	110	97	nt	98	90

Reprinted from the part before: 2 compounds, then new ones.
SMILES	A549/ATCC	EKVX	CCRF-CEM	MOLT-4	HOP-62	SR	RPMI-8226	HOP-92
c1ccc2c(-c3nonc3-c3c[nH]c4ccccc34)c[nH]c2c1	83	66	84	68	72	49	75	70
Cc1ccc2nc(NC(=O)CSc3nc(-c4cccnc4)c(C#N)c(=O)[nH]3)sc2c1	105	102	109	110	97	nt	98	90
COc1cc(Nc2nc(N[C@H]3CCCC[C@@H]3N)nc3cc[nH]c(=O)c23)cc(OC)c1	19	nt	-2.7*	3.8*	48	nt	25	-10*
COC(=O)c1nc(-c2ccccc2)oc1S(=O)(=O)N1CCC(C(N)=O)CC1	99	70	-3.7*	2.0*	104	-3.2*	41	24
COC(/C=C/c1ccc([N+](=O)[O-])cc1)OC	95	101	40	69	114	32	70	85
CC1=C[C@@H](/C=C(\C)CCCc2ccoc2)[C@]2(OC(=O)C(C)=C2O)[C@@H]2[C@@H](C)CC[C@@H]12	97	99	102	104	108	92	103	96
CC1(C)C2CC=C(/C=N/NC(=O)C3CCC(=O)N3)C1C2 (stereo not given)	104	105	104	103	110	116	103	99
Nc1ccc(Cl)cn1	88	97	107	102	95	113	101	87
Cc1ccc2nc(-c3ccc(-c4nnc(SCC(=O)Nc5ccc(Cl)cc5)o4)cc3)[nH]c2c1	29	59	59	36	62	22	43	85
O=Cc1cn(-c2ccc(C(=O)O)cc2)nc1-c1ccc(C(=O)O)cc1	92	108	109	103	91	102	101	91
O=C(/C=C/c1cccc([N+](=O)[O-])c1)c1ccc(Nc2nc(N3CCCCC3)nc(N3CCCCC3)n2)cc1	86	92	104	93	105	91	7.9*	102
O=C(C1=C(O)C(=O)N(Cc2cccnc2)C1c1cccnc1)c1cccs1 (stereo not given)	93	97	nt	90	91	88	71	53
Cc1ccc(-c2nn[nH]n2)cc1	102	97	90	87	108	92	107	nt
Cc1ccc(S(=O)(=O)Oc2ccc(-c3ccc(Br)cc3)cc2)cc1	96	98	91	102	104	105	73	94
O=[N+]([O-])c1ccc(-c2nnc(SCc3ccc(O)c4ncccc34)o2)cc1	26	27	19	25	22	45	15	-13*
O=C(Nc1nc(-c2ccccc2Cl)cs1)c1cc(-c2ccccc2)nc2ccccc12	84	74	86	83	89	90	83	78
COc1cc2c(cc1OC)-n1c(cnc1-c1ccccc1)N1NCC(=O)C=C21	105	nt	121	89	112	89	124	nt
CC1=C/C(=C\c2ccco2)C(=O)O1	91	99	113	107	109	116	112	91
CC(=O)c1cccc(Nc2ncnc3ccc(NC(=O)c4ccco4)cc23)c1	90	85	97	78	113	90	75	72
CCSC1=NC2C(N(C)C(=O)N2C)N1/N=C/C=C/c1ccccc1[N+](=O)[O-] (stereo not given)	100	102	106	99	99	107	104	92
COc1ccccc1NC(=O)Nc1ccc(C(C)C)cc1	96	110	103	nt	105	64	95	82
C#CCNC(=O)CC[C@@H](C)[C@H]1CC[C@H]2[C@@H]3CC[C@@H]4CC(=O)CC[C@]4(C)[C@H]3CC[C@]12C	6.9*[100 µM]	-32*[100 µM]	-34*[100 µM]	-18*[100 µM]	-56*[100 µM]	25[100 µM]	-33*[100 µM]	-72*[100 µM]
COc1cccc(-c2ccc3c(c2)C2CCN(Cc4ccccc4)C3C2)c1 (stereo not given)	71	nt	64	69	72	18	59	41
O=c1ncc(-c2ccc(C(F)(F)F)cc2)c(NC2CCCCCC2)[nH]1	nt	nt	46	78	64	69	5.0*	-2.6*
O=C1NC(=S)NC(=O)C1Nc1ccc(Br)cc1	71	121	84	90	99	90	104	89
N#Cc1c(-c2cccnc2)cc(-c2c[nH]c3ccccc23)[nH]c1=O	105	91	91	96	97	87	99	87
O=C1/C(=C/c2ccncc2)CCCc2ccccc21	96	74	73	82	89	64	56	nt
Cc1cccc(-c2nc(C(=O)O)c3cccc(F)c3n2)c1	97	104	110	100	95	91	106	110
Cc1cc(C(=O)NOCCO)c(Nc2ccc(I)cc2F)n(C)c1=O	33	57	85	84	39	71	79	-21*
Nc1nc(-c2cscc2Br)nn1-c1nc2ccccc2s1	83	78	97	96	67	39	nt	92
O=C(O)c1ccc(-n2cc(CNc3ccc(Cl)cc3)c(-c3ccc(F)c(F)c3)n2)cc1	86	73	98	95	94	87	86	94
COc1ccc2cc([C@H](C)C(=O)N/N=C/c3ccccc3)ccc2c1	100	96	69	89	96	91	97	116
O=C(CSc1nnc2n(Cc3ccccc3)c(=O)c3c4c(sc3n12)CCCC4)N1CCN(c2ccccc2)CC1	77	103	102	99	87	95	97	95
O=C(O)c1ccc(-c2nn(-c3ccc(C(=O)O)cc3)cc2CNc2ccccc2)cc1	94	101	106	109	98	105	110	108
Cc1cccnc1NC(=O)CNC(=O)C(C)c1ccc(CC(C)C)cc1 (stereo not given)	96	nt	94	107	103	114	101	85
CCOC(=O)C1=C(N)N(c2ccc(Cl)cc2)C(C(=O)OCC)=C(C(=O)OCC)C1c1cc(=O)[nH]c2ccccc12 (stereo not given)	104	90	104	103	96	89	116	57
CC(=O)NC(=O)Nc1ccccc1	101	96	nt	103	90	76	nt	nt

Of the compounds above, 10 contain fluorine:
SMILES	A549/ATCC	EKVX	CCRF-CEM	MOLT-4	HOP-62	SR	RPMI-8226	HOP-92
Fc1ccccc1CNc1nc(SCCN2CCOCC2)nc2c1cnn2CC(Cl)c1ccc(Br)cc1 (stereo not given)	28	49	22	-25*	40	-3.9*	-6.8*	26
O=C(/C=C/Nc1cc(-c2ccccc2)nn1-c1ccccc1)c1ccc(F)cc1	90	90	89	85	101	60	75	97
O=S(=O)(NCCNc1cc(-c2c(-c3cccc(O)c3)nc3sccn23)ccn1)c1ccc(C(F)(F)F)cc1	29	36	25	9.2*	72	20	30	62
Fc1cc(-c2nnc3sc(-c4ccc(Cl)cc4)nn23)c(Cl)cc1Cl	94	96	-75*	61	116	61	102	75
O=C(CN1CCN(c2cc(=O)[nH]c3ccc(F)cc23)CC1)Nc1nc(-c2ccc(Cl)cc2)cs1	56	57	67	47	93	71	62	nt
Cn1c(=O)c(F)c(Nc2ccc(I)cc2F)c2c(=O)n(C[C@@H](O)CO)cnc21	19	47	67	74	22	52	61	-24*
O=c1ncc(-c2ccc(C(F)(F)F)cc2)c(NC2CCCCCC2)[nH]1	nt	nt	46	78	64	69	5.0*	-2.6*
Cc1cccc(-c2nc(C(=O)O)c3cccc(F)c3n2)c1	97	104	110	100	95	91	106	110
Cc1cc(C(=O)NOCCO)c(Nc2ccc(I)cc2F)n(C)c1=O	33	57	85	84	39	71	79	-21*
O=C(O)c1ccc(-n2cc(CNc3ccc(Cl)cc3)c(-c3ccc(F)c(F)c3)n2)cc1	86	73	98	95	94	87	86	94

From PubChem
